Source: PubChem BioAssay (several laboratories)
FAS TE block = blocks the thioesterase domain of human fatty acid synthase. P49327. recombinant FAS-TE, OMFH fluorogenic substrate, fluorescence endpoint. inhibition, % at 15 µM. actives 0.67% (n = 360,000);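 active = compounds whose normalised, plate-corrected inhibition of enzyme fluorescence in the single-dose primary screen is 50% or more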;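 note: 0% = DMSO with enzyme and 100% = substrate without enzyme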
Neddyl block = inhibitors of human cullin neddylation; P61081+Q13564; TR-FRET cullin neddylation, biochemical; calls only at 25 µM; actives 0.58% (n = 360,000); in the data active = inhibition above about 36%
CendR NRP1 mod = alters CendR peptide binding to human NRP-1 | FAM-RPARPAR peptide binding to NRP-1, fluorescence polarization | inhibition, % at 25 µM | actives 0.85% (n = 360,000);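 active = inhibition or corrected inhibition above about 18%, plus a signal ratio from 0.5 to 1.5, limit read from the data, passing the limit was not always enough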; note: strong numbers were not always called active
MLLE-PAM2 inh = blocks PAM2 peptide binding to the PABP1 MLLE domain; inhibition, % at 20 µM; actives 0.36% (n = 360,000); GST-MLLE / FITC-PAM2 fluorescence polarization; in the data active = inhibition above about 35%, passing the limit was not always enough;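 note: plate controls were DMSO wells with GST-MLLE for no effect and wells lacking GST-MLLE protein for full effect; some results filed as inactive read as strong as hits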
MT1-MMP act inh = MT1-MMP (human) activation inhibition. HT1080 RFP-PRO-GFP cells, GFP/RFP ratio fluorescence, overnight; percent of plate control window, DMSO zero. GFP/RFP ratio change, % at 20 µM. actives 0.061% (n = 360,000). AID 651647;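 active = GFP/RFP ratio change of at least 30% with cell ATP level not reduced by more than half and red fluorescence within 50% of control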; note: strong numbers were not always called active
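Test system: HT1080 cells expressing an RFP-PRO-GFP fluorescent reporter construct / Compound dosing: single-point 20 µM compound, 1% DMSO / Schedule: cells overnight before dosing, compound overnight, 37 °C, 5% CO2 / Evaluation: GFP/RFP fluorescence ratio / Control set: DMSO and RFP-L50D-GFP cell wells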
Rin1-Abl PPI inh = human Rin1-Abl interaction inhibition; TR-FRET Rin1/Abl binding, biochemical; inhibition, % at 7.35 µM; AID 588664; actives 0.4% (n = 360,000); P00519+Q13671; in the data active = inhibition above about 5%, passing the limit was not always enough
bovine MsrA act = activates bovine MsrA enzyme | purified bovine MsrA, absorbance read-out | activation, % at 10.6 µM | actives 0.3% (n = 360,000) | AID 602163; in the data active = activation above about 7.5%;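 note: 0% = vehicle and 100% = reference activator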
eLon inh = E. coli protease La inhibition; purified E. coli Lon protease, fluorescence polarization; P0A9M0; actives 0.42% (n = 360,000); AID 602123; inhibition, % at 7.94 µM; in the data active = inhibition above about 13%, passing the limit was not always enough;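 note: 0% = enzyme with probe and DMSO and 100% = no enzyme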
SKN-1 inh = inhibitors of C. elegans SKN-1 | actives 0.49% (n = 360,000) | inhibition, % at 21.8 µM | AID 624304 | C. elegans VP596 Pgst-4::GFP/RFP ratio, acrylamide-induced, 24 h;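 active = interference check ratio from 0.5 to 1.5 plus GFP to RFP signal ratio inhibition reaching or exceeding a fixed threshold, cut at about 30% in these data, passing the limit was not always enough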; note: some compounds called inactive have numbers as strong as hits
An asterisk follows results filed as active.

For CC(=O)Nc1ccc(N(C(=O)c2ccco2)C(C(=O)NC2CCCCC2)c2ccccc2)cc1 (configuration not stated) the results were FAS TE block 0, Neddyl block inactive, CendR NRP1 mod 0, MLLE-PAM2 inh 2, MT1-MMP act inh 2, Rin1-Abl PPI inh 1, bovine MsrA act -3, eLon inh -1 and SKN-1 inh -6.
`CC1CCN(c2ccc(-c3cccc(NC(=O)c4ccco4)c3)nn2)CC1` gave FAS TE block 11, Neddyl block inactive, CendR NRP1 mod 0, MLLE-PAM2 inh -16, MT1-MMP act inh 1, Rin1-Abl PPI inh 0, bovine MsrA act -3, eLon inh 7 and SKN-1 inh 5.
For Cc1sc2ncnc(N/N=C/c3ccccc3O)c2c1C the results were FAS TE block 12, Neddyl block active, CendR NRP1 mod -43, MLLE-PAM2 inh -26, MT1-MMP act inh 4, Rin1-Abl PPI inh 0, bovine MsrA act -14, eLon inh -20 and SKN-1 inh 0.
For CCNc1cc(Nc2c(C)n(C)n(-c3ccccc3)c2=O)c([N+](=O)[O-])c2nonc12 the results were FAS TE block -5, Neddyl block inactive, CendR NRP1 mod 6, MLLE-PAM2 inh 2, MT1-MMP act inh 1, Rin1-Abl PPI inh -9, bovine MsrA act -3, eLon inh 2 and SKN-1 inh -3.
`C=CCN(c1ccccc1)S(=O)(=O)c1cccc(C(=O)NCC2CCCO2)c1` (configuration not stated) gave FAS TE block -2, Neddyl block inactive, CendR NRP1 mod -2, MLLE-PAM2 inh 7, MT1-MMP act inh 0, Rin1-Abl PPI inh 2, bovine MsrA act -5, eLon inh 6 and SKN-1 inh -6.
For COc1ccc([C@H]2C[C@@H](O)[C@H](n3cc(COC(=O)c4ccccc4)nn3)CN2Cc2cccs2)cc1 the results were FAS TE block 12, Neddyl block inactive, CendR NRP1 mod 5, MLLE-PAM2 inh 8, MT1-MMP act inh 2, Rin1-Abl PPI inh 1, bovine MsrA act 2, eLon inh -9 and SKN-1 inh -4.
Screening Cc1cc(C)cc(NCc2cc(=O)oc3cc(C)c(O)cc23)c1 returned FAS TE block 4, Neddyl block inactive, CendR NRP1 mod 0, MLLE-PAM2 inh -2, MT1-MMP act inh 1, Rin1-Abl PPI inh -1, bovine MsrA act 4, eLon inh -7 and SKN-1 inh 8.
O=C(OCc1cn([C@@H]2CN(C(=O)c3cccs3)[C@@H](c3ccccc3)C[C@H]2O)nn1)c1ccccc1 was read as FAS TE block 0, Neddyl block inactive, CendR NRP1 mod -7, MLLE-PAM2 inh 12, MT1-MMP act inh -3, Rin1-Abl PPI inh -4, bovine MsrA act 1, eLon inh 0 and SKN-1 inh 15.
C#CCNC(=O)C1=C[C@@H](c2ccc3c(c2)OCO3)C[C@@H](OCCCCO)O1 was read as FAS TE block -9, Neddyl block inactive, CendR NRP1 mod -8, MLLE-PAM2 inh -8, MT1-MMP act inh 0, Rin1-Abl PPI inh -1, bovine MsrA act -3, eLon inh -7 and SKN-1 inh 1.
Screening CCc1nc2ccccc2c(C(=O)OCC(=O)N(C)Cc2ccccc2)c1C returned FAS TE block 18, Neddyl block inactive, CendR NRP1 mod 2, MLLE-PAM2 inh 0, MT1-MMP act inh 24, Rin1-Abl PPI inh 1, bovine MsrA act 0, eLon inh -8 and SKN-1 inh -8.
For Cc1cc(C2=NNC(=NCCc3ccccc3)SC2)c(C)n1CC1CCCO1 (configuration not stated) the results were FAS TE block -79, Neddyl block inactive, CendR NRP1 mod 14, MLLE-PAM2 inh -22, MT1-MMP act inh 0, Rin1-Abl PPI inh -2, bovine MsrA act -2, eLon inh -5 and SKN-1 inh 6.
O=C(Cn1cnc2ccccc2c1=O)NNC(=O)c1cccc([N+](=O)[O-])c1 was read as FAS TE block -1, Neddyl block inactive, CendR NRP1 mod 4, MLLE-PAM2 inh 2, MT1-MMP act inh 5, Rin1-Abl PPI inh 2, bovine MsrA act -1, eLon inh -7 and SKN-1 inh -1.
Screening CC(C)(C)C(=O)Nc1ccnn1C1CCN(C(=O)c2ccc(Cl)cc2F)CC1 returned FAS TE block -4, Neddyl block inactive, CendR NRP1 mod 16, MLLE-PAM2 inh -7, MT1-MMP act inh -1, Rin1-Abl PPI inh -3, bovine MsrA act -4, eLon inh -3 and SKN-1 inh 12.
For Cc1cc(C)n(-c2ccc3nnc(C)n3n2)n1 the results were FAS TE block -6, Neddyl block active, CendR NRP1 mod -11, MLLE-PAM2 inh 3, MT1-MMP act inh 0, Rin1-Abl PPI inh 2, bovine MsrA act -3, eLon inh -4 and SKN-1 inh -8.
For CCC(=O)c1ccc(OC(=O)C2CCN(C3=NS(=O)(=O)c4ccccc43)CC2)cc1 the results were FAS TE block 9, Neddyl block inactive, CendR NRP1 mod -7, MLLE-PAM2 inh -6, MT1-MMP act inh -2, Rin1-Abl PPI inh 3, bovine MsrA act -13, eLon inh -6 and SKN-1 inh -19.
Screening COc1ccc(S(=O)(=O)N(C)C[C@@H]2Oc3ccc(NS(C)(=O)=O)cc3C(=O)N([C@@H](C)CO)C[C@H]2C)cc1 returned FAS TE block -4, Neddyl block inactive, CendR NRP1 mod 6, MLLE-PAM2 inh -8, MT1-MMP act inh -7, Rin1-Abl PPI inh 3, bovine MsrA act -14, eLon inh 4 and SKN-1 inh -11.
`COc1ccccc1CNC(=O)C(=O)NCC1OCCCN1S(=O)(=O)c1cccs1` (configuration not stated) gave FAS TE block -6, Neddyl block inactive, CendR NRP1 mod 1, MLLE-PAM2 inh -9, MT1-MMP act inh -1, Rin1-Abl PPI inh -6, bovine MsrA act -3, eLon inh -2 and SKN-1 inh 6.
CC(=O)c1c(C)n(-c2cccc(Cl)c2)c2ccc(O)cc12 was read as FAS TE block 4, Neddyl block inactive, CendR NRP1 mod 0, MLLE-PAM2 inh 12, MT1-MMP act inh -14, Rin1-Abl PPI inh 2, bovine MsrA act -4, eLon inh 18 and SKN-1 inh -12.
Screening CC(=O)c1ccccc1OCC(O)CN1CCN(c2ccccn2)CC1 (configuration not stated) returned FAS TE block -3, Neddyl block inactive, CendR NRP1 mod -8, MLLE-PAM2 inh -4, MT1-MMP act inh 6, Rin1-Abl PPI inh -2, bovine MsrA act -14, eLon inh 9 and SKN-1 inh 3.
`CC(=O)Oc1cc(C(=O)OCC(=O)NC23CC4CC(CC(C4)C2)C3)cc(OC(C)=O)c1OC(C)=O` gave FAS TE block -4, Neddyl block inactive, CendR NRP1 mod -59, MLLE-PAM2 inh -1, MT1-MMP act inh 1, Rin1-Abl PPI inh 9.8*, bovine MsrA act -6, eLon inh -3 and SKN-1 inh 6.
For O=C(Nc1ccnn1C1CCN(Cc2ccc(CO)o2)CC1)c1ccccc1Cl the results were FAS TE block -6, Neddyl block inactive, CendR NRP1 mod 6, MLLE-PAM2 inh -6, MT1-MMP act inh 1, Rin1-Abl PPI inh 2, bovine MsrA act -2, eLon inh -7 and SKN-1 inh -1.
`COc1ccccc1NC(=O)C(C)NC(c1ccccc1)c1ccccc1` (configuration not stated) gave FAS TE block 24, Neddyl block inactive, CendR NRP1 mod 0, MLLE-PAM2 inh -3, MT1-MMP act inh -5, Rin1-Abl PPI inh 3, bovine MsrA act -3, eLon inh -8 and SKN-1 inh -7.
For Cc1cccc(NC(=O)CCC2CCN(Cc3nccs3)CC2)c1 the results were FAS TE block 2, Neddyl block inactive, CendR NRP1 mod 4, MLLE-PAM2 inh 0, MT1-MMP act inh 1, Rin1-Abl PPI inh 2, bovine MsrA act -3, eLon inh -16 and SKN-1 inh -7.
COc1ccc(-c2oc(=O)c3cc(OC)c(OC)cc3c2C#C[C@]2(O)CC[C@H]3[C@@H]4CCc5cc(OC)ccc5[C@H]4CC[C@@]32C)cc1 was read as FAS TE block 12, Neddyl block inactive, CendR NRP1 mod -6, MLLE-PAM2 inh 2, MT1-MMP act inh 2, Rin1-Abl PPI inh 1, bovine MsrA act -1, eLon inh -10 and SKN-1 inh 1.
COc1cc(NS(=O)(=O)c2ccc(F)cc2)c(C(=O)O)cc1OC was read as FAS TE block -1, Neddyl block inactive, CendR NRP1 mod -8, MLLE-PAM2 inh 7, MT1-MMP act inh 2, Rin1-Abl PPI inh 1, bovine MsrA act -1, eLon inh -12 and SKN-1 inh 6.
Screening COCC(C)n1c(SCC(=O)NC(=O)NC2CCCC2)nc2ccccc2c1=O (configuration not stated) returned FAS TE block 1, Neddyl block inactive, CendR NRP1 mod -6, MLLE-PAM2 inh 23, MT1-MMP act inh -3, Rin1-Abl PPI inh 2, bovine MsrA act 7, eLon inh -5 and SKN-1 inh 17.
Screening Cc1ccc(C(=O)OCC(=O)c2ccccc2)cc1 returned FAS TE block 12, Neddyl block inactive, CendR NRP1 mod 7, MLLE-PAM2 inh 16, MT1-MMP act inh -1, Rin1-Abl PPI inh 2, bovine MsrA act -2, eLon inh -3 and SKN-1 inh 12.
`O=C(NN1C(=O)C2C3C=CC(O3)C2C1=O)c1cccc(Br)c1` (configuration not stated) gave FAS TE block -4, Neddyl block inactive, CendR NRP1 mod -1, MLLE-PAM2 inh 21, MT1-MMP act inh -2, Rin1-Abl PPI inh -1, bovine MsrA act -4, eLon inh 0 and SKN-1 inh -2.
`CCn1nc(C)c(CNC(=O)Nc2ccccc2C(=O)OC)c1C` gave FAS TE block -6, Neddyl block inactive, CendR NRP1 mod -6, MLLE-PAM2 inh 4, MT1-MMP act inh 3, Rin1-Abl PPI inh 0, bovine MsrA act -7, eLon inh 1 and SKN-1 inh -8.
COc1ccc(C2SCCN2C(=O)c2ccc([N+](=O)[O-])cc2)cc1 (configuration not stated) was read as FAS TE block 11, Neddyl block inactive, CendR NRP1 mod 9, MLLE-PAM2 inh 11, MT1-MMP act inh -1, Rin1-Abl PPI inh 2, bovine MsrA act -4, eLon inh -3 and SKN-1 inh 9.
Screening O=C(CSc1nc2ccccc2s1)Nc1ccc2c(c1)oc1ccccc12 returned FAS TE block 13, Neddyl block inactive, CendR NRP1 mod -2, MLLE-PAM2 inh 7, MT1-MMP act inh 1, Rin1-Abl PPI inh -1, bovine MsrA act -2, eLon inh -2 and SKN-1 inh 2.
For Cc1ccccc1OCC(=O)NNC(=O)c1ccc(-n2cncn2)c([N+](=O)[O-])c1 the results were FAS TE block -2, Neddyl block inactive, CendR NRP1 mod 2, MLLE-PAM2 inh -2, MT1-MMP act inh 2, Rin1-Abl PPI inh -3, bovine MsrA act -1, eLon inh -10 and SKN-1 inh 9.
CC(C(=O)Nc1sc2c(c1C(=O)NCC1CCCO1)CCC2)N1C(=O)c2ccccc2C1=O (configuration not stated) was read as FAS TE block -12, Neddyl block inactive, CendR NRP1 mod 7, MLLE-PAM2 inh -1, MT1-MMP act inh -1, Rin1-Abl PPI inh -3, bovine MsrA act -1, eLon inh 10 and SKN-1 inh -9.

3 structures already listed, arranged by molecular weight, rising.
For Cc1cc(C)n(-c2ccc3nnc(C)n3n2)n1 the results were FAS TE block -6, Neddyl block active, CendR NRP1 mod -11, MLLE-PAM2 inh 3, MT1-MMP act inh 0, Rin1-Abl PPI inh 2, bovine MsrA act -3, eLon inh -4 and SKN-1 inh -8.
`C=CCN(c1ccccc1)S(=O)(=O)c1cccc(C(=O)NCC2CCCO2)c1` (configuration not stated) gave FAS TE block -2, Neddyl block inactive, CendR NRP1 mod -2, MLLE-PAM2 inh 7, MT1-MMP act inh 0, Rin1-Abl PPI inh 2, bovine MsrA act -5, eLon inh 6 and SKN-1 inh -6.
For CCNc1cc(Nc2c(C)n(C)n(-c3ccccc3)c2=O)c([N+](=O)[O-])c2nonc12 the results were FAS TE block -5, Neddyl block inactive, CendR NRP1 mod 6, MLLE-PAM2 inh 2, MT1-MMP act inh 1, Rin1-Abl PPI inh -9, bovine MsrA act -3, eLon inh 2 and SKN-1 inh -3.
